Compound activity as filed in PubChem BioAssay.
NS3 helicase inh: inhibitors of Hepatitis C virus NS3 helicase; NS3 helicase DNA unwinding, Cy5 molecular beacon fluorescence; inhibition, % at 10.9 µM; actives 0.56% (n = 290,000); AID 1800;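 active means inhibition above the mean of all tested compounds plus 3 SD, set per campaign, cut at about 35% in these data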;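 further: 0% = DMSO wells and 100% = thioflavine S control wells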
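System: HCV NS3 helicase fragment; control set: DMSO and thioflavine S; technique: Cy5 fluorescence at 0 and 60 min, beacon hairpin quenching; reagent: beacon DNA duplex substrate plus ATP; replicates: singlicate; schedule: 1 h reaction at 25 °C, ATP-initiated; medium: MOPS buffer pH 6.5 with MgCl2, DTT, Tween20, BSA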
p-CIP stab down: compounds decreasing mouse p/CIP protein stability | decrease of EGFP signal, % at 10 µM | F442A p/CIP-EGFP cells, EGFP fluorescence, 16 h | actives 0.01% (n = 290,000);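 active means EGFP signal decrease of at least 30% at 10 µM or well 3 SD below plate mean, unless failing retest; inactive means the rest, including hits failing retest or dose response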; further: some compounds called inactive have numbers as strong as hits; many of its hits are not listed in these tables
IDE act: boosts human insulin-degrading enzyme activity in HEK cells | P14735 | FAbeta-B cleavage, fluorescence polarization; 0% vehicle, 100% cell-free pure enzyme wells | activation, % at 5.96 µM | actives 0.073% (n = 340,000) | AID 493087;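 active means activation above the mean of all tested compounds plus 3 SD, set per screening campaign, cut at about 17% in these data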
GalR3 antag: human GalR3 antagonism | O60755 | HEK293 GalR3-CNG cAMP membrane potential fluorescence; galR3 body fused to GalR1 C-terminus | inhibition, % at 3 µM | actives 0.44% (n = 360,000) | AID 651719;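 active means inhibition above the screen-wide average plus 3 SD, cut at about 13% in these data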;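 further: forskolin and galanin both at EC90 stimulate the cells; cAMP rise reported by CNG channel membrane potential dye signal; 0% = forskolin plus galanin with DMSO and 100% = forskolin alone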
Target sequence (O60755 1-299 limits assumed): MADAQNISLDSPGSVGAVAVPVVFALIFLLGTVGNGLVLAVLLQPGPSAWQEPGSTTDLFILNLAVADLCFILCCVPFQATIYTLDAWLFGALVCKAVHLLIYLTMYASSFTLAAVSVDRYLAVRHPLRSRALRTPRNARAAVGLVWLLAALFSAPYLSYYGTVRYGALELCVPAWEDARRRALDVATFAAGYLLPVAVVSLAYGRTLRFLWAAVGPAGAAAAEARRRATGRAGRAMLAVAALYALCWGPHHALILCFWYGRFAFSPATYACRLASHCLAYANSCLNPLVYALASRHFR
IDE inh: inhibits human insulin-degrading enzyme in HEK cells; AID 434962; P14735; inhibition, % at 5.59 µM; FAbetaB cleavage, fluorescence polarization; actives 0.41% (n = 320,000);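 active means percent inhibition above the average of all tested compounds plus 3 SD, set per screening campaign, cut at about 16% in these data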;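 further: IDE supplied by intact live HEK cells; FP after avidin binding of uncleaved biotin substrate so inhibition keeps polarization high; 0% = DMSO wells and 100% = 60 µM reference IDE inhibitor Ii1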
CRFR2-BP antag: CRF-BP/CRF-R2 complex antagonism; HEK293 CRF-R2/CRF-BP, CRF-induced calcium fluorescence; inhibition, % at 11.8 µM; actives 0.59% (n = 350,000); AID 588475;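 active means inhibition of the ligand-induced calcium signal above about 50% at the single tested concentration, limit read from the data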
VIM-2 inh: inhibitors of Pseudomonas aeruginosa VIM-2 metallo-beta-lactamase | purified VIM-2, nitrocefin hydrolysis, epi-absorbance fluorescence | inhibition, % at 5.6 µM | actives 0.89% (n = 290,000) | AID 1527;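 active means inhibition above the mean of all tested compounds plus 3 SD, cutoff set per screening run, cut at about 7.5% in these data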;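 further: red hydrolysis product quenches plate fluorescence so inhibitors raise well fluorescence; 0% = enzyme with DMSO and 100% = DMSO without enzyme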
IMP-1 inh: blocks Pseudomonas aeruginosa IMP-1 metallo-beta-lactamase; purified IMP-1, nitrocefin hydrolysis, epi-absorbance fluorescence; inhibition, % at 5.6 µM; actives 0.45% (n = 290,000); AID 1556;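 active means inhibition above the mean plus 3 SD of all compounds in the same screening run, cut at about 4.5% in these data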;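 further: 0% = IMP-1 with DMSO and 100% = DMSO wells lacking enzyme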
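assay system = purified recombinant IMP-1 metallo-beta-lactamase enzyme | schedule = 15 min preincubation plus 25 min reaction at 25 °C | signal = Epi-absorbance fluorescence, 480 nm excitation, 530 nm emission | read-out basis = percent inhibition from optical density relative to buffer-blank wells | controls = IMP-1 with DMSO as 0%, enzyme-free DMSO as 100%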
UBC9 SUMO inh: SUMOylation inhibition; HTRF SUMOylation assay, SAE1/SAE2 + UBC9, in vitro; inhibition, % at 35 µM; actives 0.36% (n = 290,000); in the data active means inhibition above about 50%, passing the limit was not always enough; further: strong numbers were not always called active
Target sequence (P63279 whole entry, looked up): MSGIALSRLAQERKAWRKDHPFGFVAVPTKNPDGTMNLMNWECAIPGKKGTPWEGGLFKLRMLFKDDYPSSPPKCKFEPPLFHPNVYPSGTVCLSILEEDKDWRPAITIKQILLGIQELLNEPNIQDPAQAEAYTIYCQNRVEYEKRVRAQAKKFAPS
* = called active by the depositor; · = no result given. Compounds as they come; 3.2% or so of the library scored in one or more.

SMILES | NS3 helicase inh | p-CIP stab down | IDE act | GalR3 antag | IDE inh | CRFR2-BP antag | VIM-2 inh | IMP-1 inh | UBC9 SUMO inh
Cc1ccc(NC(=O)COC(=O)c2ccnn2C)cc1 | -10 | -12 | 1 | -7 | 1 | 13 | 2.3 | -0.8 | -9
O=C(NCCc1ccccc1)C1CCN(C(=O)N2CCOc3ccccc32)CC1 | 4 | -19 | -3 | · | -2 | -9 | -1.6 | -4.4 | 14
COc1ccc(N(CC(=O)NCc2ccccc2)C(=O)Cn2nnc(-c3ccccc3F)n2)cc1OC | -11 | -4 | 5 | 0 | 7 | -5 | -2.5 | -1.9 | 27
COc1ccc(CCCc2n[nH]c(=S)o2)cc1C | 12 | 12 | -4 | -1 | -1 | 19 | -3.0 | -2.9 | -4
CCn1c(SCC(=O)Nc2nc3ccc(OC)cc3s2)nc2c1c(=O)n(C)c(=O)n2C | 7 | -4 | -4 | -3 | -2 | -8 | -3.2 | -4.2 | 2
O=C(c1ccc(Cl)c(S(=O)(=O)NCc2cccnc2)c1)N1CCCC1 | · | · | 2 | -2 | 2 | -8 | · | · | ·
CCSc1nc(C)c(CC)c(C)c1C(N)=O | 17 | 5 | 0 | 2 | 2 | 0 | 0.5 | -1.0 | -9
COc1ccc(NC(=S)c2ccccc2)cc1 | 0 | 1 | 1 | 4 | 6 | 20 | -3.9 | -4.2 | 1
O=C(NCCc1ccc(Cl)cc1)C1CCCN1C(=O)Nc1ccccc1 (stereo unspecified) | 4 | -15 | -1 | -5 | -13 | 6 | -1.8 | -1.4 | 19
Cc1ccccc1C(=O)NCC(=O)OC1CCCCC1=O (stereo unspecified) | · | · | 3 | -1 | -6 | 68* | · | · | ·
Oc1c(Cl)cc(Cl)c2c1NCCC2 | 4 | -2 | -3 | -5 | · | -14 | 1.6 | -3.0 | 12
O=C(NC(NC(=S)Nc1ccccc1C(=O)O)C(Cl)(Cl)Cl)c1ccccc1 (stereo unspecified) | 1 | 4 | -3 | · | -1 | 16 | -2.4 | -2.8 | 8
CCCCNC(=O)NNc1nc(Cl)cc(C)c1C#N | -2 | 9 | -1 | -6 | -13 | 3 | -1.7 | -1.5 | 37
COc1cc(NC(=O)Cn2nc(Cc3cccnc3)c3ccccc3c2=O)cc(OC)c1OC | -4 | 10 | 6 | · | 2 | -15 | -0.6 | -5.0 | -7
COc1ccccc1N(CC(=O)NCc1ccco1)C(=O)CCC(=O)Nc1ccccn1 | 9 | 1 | 0 | -6 | -2 | 6 | -3.3 | -2.0 | -3
CN1CCN(C(=S)C(=O)NCc2ccccc2)CC1 | 3 | -8 | 2 | 7 | 6 | -5 | -6.2 | -3.1 | 15
CC1(C)Cn2c(nnc2-c2ccccc2)S1 | -1 | -44 | 3 | -7 | 2 | -7 | -1.2 | -2.2 | 0
COc1cccc(NC(=O)C(C)OC(=O)c2n[nH]c3ccccc23)c1 (stereo unspecified) | · | · | 4 | -6 | -4 | 0 | · | · | ·
Cc1c(S(=O)(=O)N2CCCC(C)C2)c(=O)n(C)c(=O)n1C (stereo unspecified) | · | · | 5 | 1 | 1 | 13 | · | · | ·
Cc1ccccc1-c1cc(C(=O)NCc2cccs2)n(CC2CC(c3cccnc3)=NO2)n1 (stereo unspecified) | · | · | 6 | -2 | 2 | 10 | · | · | ·
COc1ccc(/C(C)=N/NC(=O)CNC(=O)/C=C\c2ccccc2OC)c(OC)c1 | -2 | 7 | 0 | -9 | 6 | -8 | -2.7 | -3.9 | 3
CCOC(=O)C1CCN(S(=O)(=O)c2ccc(Br)c(OCC)c2)CC1 | -2 | -6 | -1 | 2 | 5 | 19 | -2.2 | -1.8 | 10
O=C(NCc1cc(C(F)(F)F)ccc1Cl)c1cccc2c1C(=O)c1ccc(N3CCOCC3)cc1S2(=O)=O | · | · | -4 | -7 | -2 | -6 | · | · | ·
COc1ccc(/C=N/NC(=O)CNC(=O)c2ccncc2)cc1 | -11 | -2 | 1 | -2 | -3 | 11 | 2.1 | 0.0 | -3
O=C(N/C(=C\c1ccc([N+](=O)[O-])cc1)C(=O)N1CCOCC1)c1cccc(Br)c1 | -8 | -4 | 5 | 3 | 0 | -20 | 0.9 | 2.2 | 9
SMILES | NS3 helicase inh | p-CIP stab down | IDE act | GalR3 antag | IDE inh | CRFR2-BP antag | VIM-2 inh | IMP-1 inh | UBC9 SUMO inh
O=C(CSCC(=O)N1CCOCC1)Nc1ccccc1 | -1 | 1 | -1 | 5 | -1 | -5 | -2.8 | -2.5 | 14
[O-][n+]1cccc2c(Br)cc(Br)c(O)c21 | 12 | 12 | -1 | -2 | -1 | -20 | 1.4 | -4.2 | -1
Cc1ccc(C(=O)C2C(c3cccs3)NC(=O)NC2(O)C(F)(F)F)cc1 (stereo unspecified) | 5 | 4 | 3 | -4 | 5 | -8 | 1.4 | -3.9 | -1
CC(C)Oc1ccc(C(=O)NCC(=O)O)cc1 | -2 | -8 | 0 | -5 | 2 | -6 | -1.0 | -0.5 | 8
COCC1OS(=O)(=O)NC(CC(=O)SC(C)(C)C)C1C (stereo unspecified) | 15 | 0 | 2 | 0 | -2 | 1 | -0.7 | -0.7 | -7
Cc1nc2ccc(NC(=O)c3nn(C(C)C)c(=O)c4ccccc34)cc2s1 | 1 | -6 | 2 | 3 | 3 | -59 | -2.5 | -3.2 | -10
COc1cccc(C2NC(=O)NC(C)=C2C(=O)Nc2cccc(C)c2C)c1 (stereo unspecified) | 19 | 2 | 8 | -4 | 5 | 3 | 0.5 | 1.9 | 14
COc1ccccc1-c1nnc2sc(COc3ccc(F)cc3)nn12 | -4 | 3 | 2 | -5 | -6 | 38 | -2.6 | -2.4 | -10
Cc1ccc(N(CC(=O)Nc2ccc(-c3nc4ccc(C)cc4s3)cc2)S(C)(=O)=O)cc1 | 10 | -17 | -9 | -1 | -2 | 7 | -0.1 | -3.7 | 19
COCCNC(=O)C(c1cccc(OC)c1)N(C(=O)Cn1nnc2ccccc21)c1cccnc1 (stereo unspecified) | 11 | 2 | 3 | -6 | 4 | -4 | 0.7 | 1.6 | 8
CCn1c(C(C)NC(=O)Cc2ccccc2)nc2ccccc21 (stereo unspecified) | -2 | -2 | -2 | -3 | 0 | -12 | -0.9 | 1.5 | 18
CCS(=O)(=O)c1ccc2oc(Nc3ccccc3Br)nc2c1 | 8 | -10 | 0 | -3 | 4 | 3 | -2.7 | -1.1 | 7
Cn1ncc(Cl)c(Oc2ccc(Cl)cc2)c1=O | -4 | 2 | -1 | -2 | 2 | -12 | -4.6 | -3.6 | 10
CC(C)CNC(=O)c1c(F)c(F)c(F)c(F)c1F | -4 | -8 | -5 | -1 | 0 | -15 | -1.9 | -1.6 | 17
CCCCSc1nnc(CCCCCNC(=O)OC(C)(C)C)o1 | 1 | 1 | 2 | -4 | 6 | 12 | -1.4 | -2.6 | -4
C=CCn1cc(C(=O)NCc2ccc3c(c2)OCO3)c(=O)c2cc(S(=O)(=O)N(CC)CC)ccc21 | -27 | -23 | 3 | -10 | · | -3 | -0.8 | -1.9 | 4
COc1ccc([N+](=O)[O-])cc1NC(=O)C(C)OC(=O)Cn1[nH]c(=O)c2ccccc2c1=O (stereo unspecified) | · | · | 0 | -4 | 2 | 4 | · | · | ·
COCC(C)n1c(C)cc(C(=O)Cn2nc(C(=O)O)c3ccccc3c2=O)c1C (stereo unspecified) | -11 | -15 | -2 | 10 | 1 | 11 | -1.1 | -2.7 | 15
O=C(CCn1ccc2cc(S(=O)(=O)N3CCCC3)ccc21)NCCc1ccccc1 | -7 | 1 | -3 | -10 | 0 | -1 | -2.3 | -2.2 | -8
CCOP(=O)(OCC)/C(C#N)=C/c1c[nH]c2ccccc12 | 2 | 5 | 4 | -9 | -3 | 12 | -0.5 | -2.4 | 15
CCOc1ccc(OCC(=O)OCC(=O)N2CCN(C(=O)c3ccco3)CC2)cc1 | · | · | 7 | 1 | 4 | -2 | · | · | ·
O=C(Nc1ccc(OC(=O)c2cccs2)cc1)c1ccco1 | 5 | 0 | -1 | -3 | 1 | -29 | -3.6 | -4.0 | 17
O=C(CSc1nc2ccccc2c(=O)n1CC1CCCO1)NCc1ccccc1 (stereo unspecified) | -4 | 3 | 2 | -7 | 0 | 15 | -3.0 | -1.4 | 2
O=C(Cn1nnc2ccccc2c1=O)NC1CCCCC1 | 5 | 2 | 3 | -8 | 2 | 10 | -3.3 | -2.5 | 4
Cc1cc(C)n(-c2nc3ccccc3nc2N2CCN(S(=O)(=O)c3ccc(F)c(C)c3)CC2)n1 | -1 | -7 | 1 | 6 | -1 | -3 | -5.1 | -3.4 | 34
SMILES | NS3 helicase inh | p-CIP stab down | IDE act | GalR3 antag | IDE inh | CRFR2-BP antag | VIM-2 inh | IMP-1 inh | UBC9 SUMO inh
C#CCN(CC=C)C(=O)c1cccc(OC2CCN(S(C)(=O)=O)CC2)c1 | 1 | -6 | 2 | -3 | -1 | 10 | -2.6 | -1.5 | 19
CC1CC(C)CN(C(=O)COC(=O)c2ccc3c(c2)OCO3)C1 (stereo unspecified) | · | · | -1 | -1 | -2 | -3 | · | · | ·
CCN(CC)CCNC(=O)CNC(=O)c1nn(-c2ccc(OC)cc2OC)c(=O)c2ccccc12 | -13 | 6 | 2 | -11 | 3 | 11 | -1.3 | -0.4 | -12
N#CC(C#N)=C1C=C2C=C(N3CCCCCC3)CCC2CC1 (stereo unspecified) | 2 | -375 | 47* | -2 | · | -170 | 38* | 38* | -2
C=CCc1c(C)nc(SC)nc1Nc1ccccc1 | -6 | -11 | 6 | -7 | -1 | 2 | -3.3 | -2.0 | 11
Cc1cc(C(=S)N2CCOCC2)c(C)n1-c1ccc(Cl)cc1 | 13 | -4 | 4 | -5 | 4 | 10 | 2.2 | 2.8 | -2
O=C(NCc1ccc(Cl)cc1)c1ccc2nc[nH]c2c1 | -6 | -2 | 1 | -2 | · | 20 | -3.1 | -2.3 | 2
O=C1Nc2ccc(S(=O)(=O)N3CCCCCC3)c3cccc1c23 | 0 | -16 | 3 | 3 | 6 | -4 | 1.6 | -4.8 | 8
COc1ccccc1NC(=O)/C(=C/c1cccc([N+](=O)[O-])c1)c1ccccc1 | 8 | 3 | 6 | -11 | 3 | 14 | -2.6 | -4.3 | -10
CCN1CCN(CCOc2cccc(Cl)c2Cl)CC1 | -5 | -1 | 3 | 1 | -9 | -5 | -2.6 | -2.6 | 11

No new results follow: an excerpt of the list.
SMILES | NS3 helicase inh | p-CIP stab down | IDE act | GalR3 antag | IDE inh | CRFR2-BP antag | VIM-2 inh | IMP-1 inh | UBC9 SUMO inh
O=C1Nc2ccc(S(=O)(=O)N3CCCCCC3)c3cccc1c23 | 0 | -16 | 3 | 3 | 6 | -4 | 1.6 | -4.8 | 8
COc1ccccc1NC(=O)/C(=C/c1cccc([N+](=O)[O-])c1)c1ccccc1 | 8 | 3 | 6 | -11 | 3 | 14 | -2.6 | -4.3 | -10
CCN1CCN(CCOc2cccc(Cl)c2Cl)CC1 | -5 | -1 | 3 | 1 | -9 | -5 | -2.6 | -2.6 | 11
